Screening data deposited in PubChem by National Center for Advancing Translational Sciences (NCATS).
EPAC1 ag: EPAC1 (human) agonism | O95398 | EPAC1 agonist qHTS, biochemical assay; response scale: 100% = response to 6.5 mM cAMP | Potency, µM (titrated, usually from 154 µM), without a hit: top-dose activation, actives largely listed as activators | actives 0.073% (n = 360,000); also: potency is read from the fitted curve at half-maximal effect; nearly all actives have a fitted effect of over 60% in size
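Normalized to 6.5 mM cAMP, activity reflects EPAC1-catalysed release of BODIPY-GDP from Rap1B, followed kinetically over 30 min at 480 nm excitation, 540 nm emission. Reaction contained 100 nM EPAC1, 250 nM Rap1B-BODIPY-GDP, 50 uM GDP.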
CCT modulator: modulators of cytosolic chaperonin (CCT/TRiC) activity; actives 0.3% (n = 360,000); AID 651819; purified chaperonin ATPase assay, HTRF ADP detection, 30 min; activity change, % (test concentration not listed), hits read low; in the data active = activity change below about -30%; also: % is scaled to controls: 0 for no effect and ±100 for the full control effect
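Nucleotide hydrolysis assay: TRiC at 20–40 nM final (set by batch activity) with 10 uM ATP, 30 min at 37 °C, in presence of 76 uM compound. Detection by competitive ADP HTRF, 30 min ambient.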
WRN helicase inh: WRN helicase (human) inhibition | WRN helicase unwinding, fluorescent forked duplex, kinetic | actives 0.46% (n = 360,000) | Potency, µM (doses to about 114 µM), for inactives: top-dose activity change, negative = inhibition, usual class: inhibitors | Q14191; also: potency is read from the fitted curve at half-maximal effect; % is scaled to controls: 0 for no effect and ±100 for the full control effect; nearly all actives have a fitted effect of over 55% in size
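Fluorescence dequenching readout, ex 525 nm/em 598 nm, kinetic mode: forked duplex DNA (100 nM final) with adjacent fluorophore and quencher unwound by WRN (20 nM final) with 2 mM ATP. Compound preincubation 15 min, room temperature.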
PI5P4K alpha inh: blocks human PI5P4K alpha kinase activity; actives 1.2% (n = 330,000); PI5P4Kalpha enzyme, ADP-Glo luminescence, 60 min; active compounds read low; max response, %; P48426; active = max response of -50% or lower; inconclusive = between -30% and -50%; inactive = -30% or higher; also: value at the top dose of about 77 µM; % is scaled to controls: 0 for no effect and ±100 for the full control effect
Target sequence (P48426 whole entry, looked up): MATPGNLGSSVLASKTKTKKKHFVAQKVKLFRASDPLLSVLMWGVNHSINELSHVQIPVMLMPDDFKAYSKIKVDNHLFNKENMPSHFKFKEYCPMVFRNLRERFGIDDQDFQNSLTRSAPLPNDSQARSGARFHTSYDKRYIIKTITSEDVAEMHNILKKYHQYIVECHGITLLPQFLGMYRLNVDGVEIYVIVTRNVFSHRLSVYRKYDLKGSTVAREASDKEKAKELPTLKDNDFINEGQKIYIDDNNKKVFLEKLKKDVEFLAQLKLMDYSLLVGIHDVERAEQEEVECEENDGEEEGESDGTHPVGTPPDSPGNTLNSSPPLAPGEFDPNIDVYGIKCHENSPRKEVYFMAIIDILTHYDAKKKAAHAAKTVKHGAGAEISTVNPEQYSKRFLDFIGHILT
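Luminescence from ADP-Glo served as readout of PI5P4Kalpha activity in a qHTS format. Reaction: enzyme, substrate, compound, ATP at 5 microM final, 60 min at RT.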
EPAC2 antag: antagonists of human EPAC2; Potency, µM (highest dose often 114 µM), for inactives: at the top dose activity, negative = inhibition, actives largely listed as inhibitors; actives 0.18% (n = 360,000); EPAC2 GEF exchange of Rap1B-BODIPY-GDP, fluorescence; also: potency is read from the fitted curve at half-maximal effect; % is scaled to controls: 0 for no effect and ±100 for the full control effect; nearly all actives have a fitted effect of over 45% in size; many of its hits are not listed in these tables
Mm-Cpn inhibitor: blocks the Methanococcus maripaludis chaperonin Mm-Cpn | purified Mm-Cpn ATPase, ADP Transcreener TR-FRET | Potency, µM (doses to about 76.9 µM), without a hit: at the highest dose activity, negative = inhibition, usual class: inhibitors | actives 0.031% (n = 330,000) | AID 504842; also: potency is read from the fitted curve at half-maximal effect; % is scaled to controls: 0 for no effect and ±100 for the full control effect; nearly all actives have a fitted effect of over 80% in size
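Purified archaeal chaperonin (25 nM final) was preincubated with compound for 10 min at 37°C, then ATP (10 uM final) was added for 30 min at 37°C in Tris pH 7.4/KCl/MgCl2/DTT buffer. ADP was quantified by HTRF Transcreener TR-FRET.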
PLK1 PBD inh: PLK1 (human) polo-box domain binding inhibition; Potency, µM, for inactives: max response, negative = inhibition, usual class: inhibitors; actives 2.8% (n = 360,000); Plk1 PBD binding of FITC phosphopeptide, fluorescence polarization; P53350; also: potency is read from the fitted curve at half-maximal effect; series mostly up to about 57 µM; % is scaled to controls: 0 for no effect and ±100 for the full control effect; nearly all actives have a fitted effect of over 65% in size
Target sequence (P53350 whole entry, looked up, the tested form may be a part): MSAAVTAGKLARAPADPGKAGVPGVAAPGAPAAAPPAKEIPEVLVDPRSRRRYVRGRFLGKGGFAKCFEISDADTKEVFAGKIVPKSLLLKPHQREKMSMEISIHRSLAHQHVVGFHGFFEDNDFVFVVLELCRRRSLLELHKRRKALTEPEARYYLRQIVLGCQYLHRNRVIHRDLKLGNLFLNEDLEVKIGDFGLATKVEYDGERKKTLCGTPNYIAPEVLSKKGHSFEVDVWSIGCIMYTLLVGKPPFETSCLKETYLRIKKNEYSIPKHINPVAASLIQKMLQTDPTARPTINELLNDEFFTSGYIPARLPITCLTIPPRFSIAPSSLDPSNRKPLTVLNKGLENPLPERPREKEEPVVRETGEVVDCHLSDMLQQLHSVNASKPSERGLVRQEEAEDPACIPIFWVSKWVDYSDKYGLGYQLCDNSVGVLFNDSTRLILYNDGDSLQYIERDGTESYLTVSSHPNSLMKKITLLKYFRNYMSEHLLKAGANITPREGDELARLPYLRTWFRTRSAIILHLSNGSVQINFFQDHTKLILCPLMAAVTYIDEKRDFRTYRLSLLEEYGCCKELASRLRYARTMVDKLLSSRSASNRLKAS
EPAC1 antag: EPAC1 (human) antagonism | EPAC1 GEF assay, Rap1b-BODIPY-GDP exchange fluorescence | Potency, µM (highest dose often 115 µM), without a hit: at the highest dose activity change, negative = inhibition, most hits filed as inhibitors | actives 0.14% (n = 360,000) | AID 720709;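 also: potency is read from the fitted curve at half-maximal effect; plate controls were vehicle for no effect and positive control for full effect; nearly all actives have a fitted effect of over 50% in size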
* = called active by the depositor; u = inconclusive; x = not tested or not shown; [ ] = another dose, or the depositor's remark. Unless noted, calls follow the shape of the dose curve; as a rule, active = well fitted curve in the direction sought with a large enough effect; inconclusive = small, poorly fitted or top-dose-only effect, or another doubt; inactive = no such curve, though single readings can be large; an effect the other way counts as inactive or inconclusive. Not all compounds are listed; the hit share may differ from the screen's.

Results follow in this order: EPAC1 ag, CCT modulator, WRN helicase inh, PI5P4K alpha inh, EPAC2 antag, Mm-Cpn inhibitor, PLK1 PBD inh, EPAC1 antag
COc1ccc(Br)c(Cn2c(C)c(C(=O)NCc3cccs3)sc2=O)c1
 : -4%, 0.3, 2%[57.1 µM], 0, -5%, x, 8%, -6%
Cc1occc1C(=O)N/N=C/c1c(O)ccc2ccccc12
 : 2%, -0.4, 5%, -1, 1%, -7%, -7%, -17%
COc1ccc(CNC(=O)CSc2ncnc3ccccc23)cc1OC
 : 4%, 0.0, 8%, -1, 2%, -2%, -7%, 10%
CSc1nnnn1CCn1nnnc1SC
 : 5%, 4.0, -4%, 7, 17%, 1%, -8%, 16%
Cc1ccc(/C(O)=C2\C(=O)C(=O)N(CCCN3CCOCC3)C2c2ccccc2F)cc1 (configuration not stated)
 : 14%, -40*, 8%, -9, 4%, x, -9%, 3%
CCCNC(=O)C1(C)CCN(C(=O)c2cc(C(C)(C)C)nn2C)C1 (configuration not stated)
 : 3%, 1.3, 2%, -3, 12%, x, -12%, 26%
O=C(CCC(=O)c1ccc(F)cc1)NN1C(=O)NC2(CCCCC2)C1=O
 : -1%, -3.1, -4%, -2, 5%, 3%, -8%, -2%
O=C(CSc1nnnn1C1CCCCC1)Nc1ccccc1F
 : 8%, -0.3, -6%, 1, -8%, 4%, -2%, -8%
Cc1cc(C)c2cc(CN(CCCN(C)C)C(=S)NCc3ccccc3)c(=O)[nH]c2c1
 : 1%, -2.1, 1%, -6, 8%, 1%, -3%, 10%
Cc1ccccc1C(=O)NC1CCCCCCC1
 : 1%, -1.3, 2%, 1, 1%, 0%, -4%, 5%
O=C(CN1C(=O)NC2(CCCCC2)C1=O)Nc1ccc2c(c1)OCCCO2
 : 17%, 1.0, -2%, 0, -1%, 1%, -7%, u
CCOCCCNC(=O)C(NC(=O)Cc1cccs1)c1ccccc1 (configuration not stated)
 : -5%, -0.3, 12%, -2, -1%, -4%, 4%, 4%
COc1ccccc1N1CCN(CCc2n[nH]c(=S)n2-c2ccccc2)CC1
 : 2%, -2.2, 7%, x, 2%, 0%, -5%, 11%
CC(C)c1ccc(NC(=O)Cn2cccc2C2=NC(c3ccccc3)CO2)cc1 (configuration not stated)
 : -23%, -1.7, -3%, -1, 3%, -1%, -2%, 5%
CCN(CC)CCn1c2ccccc2c2nc3ccc([N+](=O)[O-])cc3cc21
 : -16%, -1.6, -21%, -2, 7%, 3%, 1%, 40%[activator]
CCc1ccccc1NC(=O)c1cc(S(=O)(=O)N2CCCC2)c[nH]1
 : -11%, 1.3, -5%, 0, 2%, -1%, -2%, -11%
Cc1sc2ncnc(N3CCC(C(=O)N(C)CC(=O)Nc4ccccc4Cl)CC3)c2c1C
 : -8%, 1.3, -18%, 4, -11%, -2%, -2%, 2%
O=[N+]([O-])c1cccnc1N1CCCCC1
 : 11%, 0.1, 0%, 1, 0%, 0%, -6%, -9%
C/C(=N\NC(=O)c1ccccc1)c1ccc(NC(=O)c2cccs2)cc1
 : 8%, -0.3, 10%, 4, 14%, -10%, -8%, 12%
Cc1cc(Br)c(NC(=O)COC(=O)c2ccc[n+]([O-])c2)c(Br)c1
 : 12%, -0.3, 1%, -6, -6%, 0%, -2%, 1%
CC1C[N+](=C2C=C(N3CCOCC3)CC(C)(C)C2)CC(C)O1 (configuration not stated)
 : 6%, 0.1, -19%, u, 7%, -4%, u, 0%
O=C(NCCOC(=O)c1ccc(C(=O)OCCNC(=O)c2cccnc2)s1)c1cccnc1
 : 8%, -56*, 1%, x, -4%, 0%, -5%, 11%
COCCNC(=O)c1ccc2c(c1)CCN2S(C)(=O)=O
 : -3%, 1.3, 5%, -2, 11%, 0%, 6%, -8%
CCn1c2ccccc2c2cc(NC(=O)COC(=O)c3ccccc3O)ccc21
 : 3%, 0.0, -24%[57.1 µM], 0, -9%, -1%, -6%, -19%
Cc1ccc(F)c(C(=O)N2CCCC(C)(C(=O)NS(=O)(=O)C3CC3)C2)c1F (configuration not stated)
 : -8%, -0.7, -2%, 1, 1%, x, -9%, -2%
COCCNC(=O)C1CC(c2ccccc2[N+](=O)[O-])=NO1 (configuration not stated)
 : -13%, -0.8, -10%, -1, 16%, -5%, -12%, -12%
Cc1ccc(N(C(=O)c2csnn2)C(C(=O)NC2CCCC2)c2cccnc2)cc1 (configuration not stated)
 : -6%, -1.0, 0%, -1, -1%, -1%, -9%, 1%
CC(C)(C)OC(=O)C[C@H]1C/C=C\C[C@H](CC(=O)N(CCO)Cc2ccccc2)C(=O)N[C@@H](Cc2ccccc2)COC1=O
 : -18%, 1.8, 5%, -3, -2%, -4%, -7%, -9%
O=S(=O)(Nc1c(F)cccc1F)c1ccc(Cl)nc1
 : 1%, 1.1, -5%, -1, -1%, 2%, -4%, -16%
COc1ccc(NC2CCCN(C(=O)COc3ccc(C)cc3)C2)cc1 (configuration not stated)
 : -5%, 1.3, -19%, 1, 18%, -3%, 0%, 14%
O=C(Cc1ccc(-n2cccc2)cc1)NCc1cccs1
 : 10%, -0.5, -13%, -30, -2%, -9%, -5%, 2%
Cc1ccc(OCc2ccc(C(=O)O)o2)cc1C
 : 4%, -3.3, 3%, -21, -7%, 0%, -20%, -21%
COc1ccc(OC)c(C(=O)CSc2nnc(Cc3cccs3)n2C)c1
 : 0%, -2.1, 0%, -9, 5%[57.1 µM], -1%, -5%, -4%
Cc1cc(O)cc(O[C@H]2OC(CO)[C@H](O)[C@@H](O)[C@H]2O)c1 (some centres not stated)
 : 3%, -0.8, 3%, -1, -1%, 1%, -5%, 11%
CCOC(=O)N1CCN(C(=O)c2cccc(OC)c2OC)CC1
 : 0%, -1.9, -1%[57.1 µM], 3, 6%, 0%, -5%, 0%
Cc1cc(C)n(CC(=O)N/N=C/c2ccc3c(c2)OCO3)n1
 : -2%, -1.4, 1%[57.1 µM], -2, 2%, -1%, 4%, -19%
CCN1C(=O)[C@H]2[C@@H](c3ccc(Cl)cc3)N3C(=O)CN(Cc4ccccc4)C(=O)[C@@]3(C)[C@H]2C1=O
 : 2%, -1.6, -4%, 18, 14%, 1%, -19%, -2%
NC(=O)C1CCN(C(=O)c2ccc(-c3ccccc3)cc2)CC1
 : -6%, -1.2, 5%, 0, 21%, 1%, 2%, 14%
CCCSc1nnc(-c2ccccc2N)c(=O)[nH]1
 : -10%, 1.0, -3%, x, 1%, 0%, -1%, 6%
CC(Sc1ccccc1)C(=O)N1CCN(S(=O)(=O)c2cccc(Br)c2)CC1 (configuration not stated)
 : 2%, 2.1, 1%, 5, -4%, 2%, -4%, -11%

Brought forward from above: 3 compounds; new compounds follow.
Results follow in this order: EPAC1 ag, CCT modulator, WRN helicase inh, PI5P4K alpha inh, EPAC2 antag, Mm-Cpn inhibitor, PLK1 PBD inh, EPAC1 antag
NC(=O)C1CCN(C(=O)c2ccc(-c3ccccc3)cc2)CC1
 : -6%, -1.2, 5%, 0, 21%, 1%, 2%, 14%
CCCSc1nnc(-c2ccccc2N)c(=O)[nH]1
 : -10%, 1.0, -3%, x, 1%, 0%, -1%, 6%
CC(Sc1ccccc1)C(=O)N1CCN(S(=O)(=O)c2cccc(Br)c2)CC1 (configuration not stated)
 : 2%, 2.1, 1%, 5, -4%, 2%, -4%, -11%
Cc1ccc(S(=O)(=O)N(C)C)cc1-n1c(SCC(=O)Nc2ccc(F)c(F)c2F)nc2ccccc2c1=O
 : -7%, 1.1, -5%, -1, -9%, 0%, 5%, 1%
CCO[C@H]1OC(C(=O)O)=C[C@@H](C)[C@@H]1CCCO
 : 0%, 0.7, 6%, 1, 4%, x, -3%, 9%
COc1ccc(C(=O)N=C2SC3CS(=O)(=O)CC3N2Cc2ccc(F)cc2)cc1 (configuration not stated)
 : 2%, -2.7, 3%, 18, 22%, -2%, -10%, -1%
CC(C)CN(C(=O)CN1CCC(C)CC1)c1c(N)n(CC(C)C)c(=O)[nH]c1=O
 : 2%, -0.1, -2%, 1, 2%, 2%, -1%, -4%
COc1ccccc1-c1cc2c(c3c1ccn3C)C1CCC2O1 (configuration not stated)
 : 1%, 0.8, -5%, 0, -22%, x, 2%, -7%
O=C(CN1C(=O)/C(=C/c2ccccc2F)Sc2ccccc21)NCCCN1CCOCC1
 : 0%, -2.6, 1%, -3, -6%, 0%, -11%, -27%
CCOC(=O)C(NS(=O)(=O)c1ccccc1)(C(F)(F)F)P(=O)(OCC(C)C)OCC(C)C (configuration not stated)
 : -13%, 0.3, u, u, -19%, 0%, -15%, -9%
O=C(O)CSCC(=O)Nc1cccc2ccccc12
 : 8%, -0.1, 1%, x, 3%, -1%, -9%, 1%
COc1cc(NC(=O)C23CC4CC(C2)CC(n2nnc(C)n2)(C4)C3)c(OC)cc1Cl
 : -1%, -2.9, 4%, x, 6%, 0%, 3%, 9%
Cn1c(CNS(=O)(=O)c2ccc(F)cc2)n[nH]c1=S
 : 5%, 1.5, 0%, 2, 2%, 1%, -7%, -5%
NC(=O)c1c(NC(=O)CSc2nnc(-c3ccco3)n2-c2ccccc2)sc2c1CCC2
 : 0%, -2.5, -31%, -65*, -3%, -15%, u, -19%
COCCN1C(=O)c2ccccc2C(C(=O)NCC2CCCO2)C1c1c[nH]c2ccccc12 (configuration not stated)
 : 5%, 4.6, -5%, -3, 1%, 0%, -8%, -15%
CCN1C(=O)S/C(=C/c2ccc(Sc3nc4ccccc4[nH]3)o2)C1=O
 : -2%, 0.5, -11%, -2, 8%, -11%, -10%, -10%
O=C(O)C(c1ccccc1)C1CCCCC1O (configuration not stated)
 : 2%, -0.8, 1%, -2, 9%, x, -8%, 5%
Cc1ccc(S(=O)(=O)N2[C@@H](Cc3ccccc3)CO[C@H]2CC(=O)c2cccs2)cc1
 : 1%, x, -1%, 2, u, x, 2%, -13%
CCC(Oc1ccccc1)C(=O)Nc1nnc(S(=O)(=O)N2CCCCC2)s1 (configuration not stated)
 : 5%, -2.9, -3%, 7, -22%, 0%, -13%, -22%
